# Assay outcomes: PubChem, Sanford-Burnham Center for Chemical Genomics
# EBI2 block = blocks human EBI2 receptor beta-arrestin signaling. inhibition, % at 5 µM. 0.81% of 360,000 active. P32249. EBI2 beta-arrestin recruitment, luminescence, 7a,25-OHC stimulated; in the data active = inhibition above about 38%;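 note: enzyme fragment complementation signal reports receptor beta-arrestin coupling in cells; 0% = agonist plus DMSO wells and 100% = wells without agonist; some results beyond the cut were filed as inactive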
# A3A deaminase = blocks human APOBEC3A ssDNA deamination; P31941; 0.41% of 330,000 active; inhibition, % at 20 µM; recombinant A3A, FAM/TAMRA ssDNA deamination fluorescence;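 active = at least 40% inhibition at 20 µM here, with at most 30% in a related deaminase screen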;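 note: plate controls were A3A with DMSO for no effect and wells lacking A3A enzyme for full effect; some results filed as inactive read as strong as hits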
# Target sequence (P31941 whole entry, looked up): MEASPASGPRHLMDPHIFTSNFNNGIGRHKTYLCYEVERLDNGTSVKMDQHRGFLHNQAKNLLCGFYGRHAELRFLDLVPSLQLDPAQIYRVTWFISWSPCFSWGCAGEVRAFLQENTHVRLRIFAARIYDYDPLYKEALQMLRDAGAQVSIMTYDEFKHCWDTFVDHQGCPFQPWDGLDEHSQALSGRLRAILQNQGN
# CCR6 antag = antagonists of human CCR6 receptor; P51684; CHO-K1 CCR6 PathHunter beta-arrestin, luminescence, CCL20-stimulated; 0.49% of 340,000 active; AID 493098; inhibition, % at 20 µM;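 active = compounds whose inhibition of the agonist-driven luminescence signal at 20 µM reaches about 50%, limit read from the data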;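 note: cells stimulated with CCL20 at 14 nM final; plate controls were DMSO with CCL20 for no effect and DMSO without agonist for full effect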
# GRIN3A LBD mod = modulates the human NR3A ligand-binding domain; NR3A LBD differential scanning fluorimetry, Tm shift; 0% = protein alone, 100% = glycine-bound protein; Tm shift relative to glycine control, % at 25 µM; 2.5% of 340,000 active;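 active = melting temperature shift of at least 10% of the positive control shift, at one fixed dose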
# MPTP inh = inhibitors of mitochondrial permeability transition pore; isolated mouse mitochondria, Ca2+ swelling absorbance, 30 min; inhibition, % at 10 µM; 1.4% of 360,000 active;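 active = inhibition of 50% or more, scaled per plate between neutral and stimulator controls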;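 note: 0% = DMSO wells given calcium and 100% = 1 mM EGTA wells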
# APOBEC3G inh = inhibitors of human APOBEC3G DNA deaminase; recombinant A3G, ssDNA deamination FAM/TAMRA fluorescence; inhibition, % at 20 µM; 0.28% of 330,000 active; AID 493012;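 active = inhibition of at least 40% at 20 µM, with no more than 30% in the related APOBEC3A deaminase screen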;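 note: plate controls were DMSO wells with A3G for no effect and wells lacking A3G enzyme for full effect; some compounds called inactive have numbers as strong as hits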
# Target sequence (Q9HC16 whole entry, looked up): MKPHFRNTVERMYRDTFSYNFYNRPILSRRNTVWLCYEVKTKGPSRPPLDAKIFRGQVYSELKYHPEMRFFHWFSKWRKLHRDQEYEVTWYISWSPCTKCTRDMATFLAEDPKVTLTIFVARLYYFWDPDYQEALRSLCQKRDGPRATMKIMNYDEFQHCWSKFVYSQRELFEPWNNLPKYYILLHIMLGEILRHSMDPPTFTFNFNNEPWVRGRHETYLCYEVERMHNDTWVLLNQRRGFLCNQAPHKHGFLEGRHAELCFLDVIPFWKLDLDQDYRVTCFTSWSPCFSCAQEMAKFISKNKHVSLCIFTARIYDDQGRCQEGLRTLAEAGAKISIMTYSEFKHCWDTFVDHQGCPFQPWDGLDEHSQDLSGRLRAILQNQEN
# Gli-Sufu antag = blocks Gli-Sufu signaling in a luciferase reporter | Sufu-KO-LIGHT fibroblasts, Gli luciferase reporter luminescence | inhibition, % at 5 µM | 0.74% of 340,000 active;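 active = inhibition above about 55%, limit read from the data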;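 note: 0% = DMSO-treated cells and 100% = wells with medium but no cells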
# CXCR6 inh = CXCR6 (human) receptor inhibition; CHO-K1 PathHunter CXCR6 beta-arrestin, luminescence; O00574; 0.36% of 360,000 active; inhibition, % at 20 µM; AID 602244; in the data active = inhibition above about 34%, passing the limit was not always enough;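 note: antagonist mode with CXCL16 agonist at 10 nM final; 0% = 10 nM CXCL16 with DMSO and 100% = unstimulated wells without agonist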
# Target sequence (O00574 whole entry, looked up): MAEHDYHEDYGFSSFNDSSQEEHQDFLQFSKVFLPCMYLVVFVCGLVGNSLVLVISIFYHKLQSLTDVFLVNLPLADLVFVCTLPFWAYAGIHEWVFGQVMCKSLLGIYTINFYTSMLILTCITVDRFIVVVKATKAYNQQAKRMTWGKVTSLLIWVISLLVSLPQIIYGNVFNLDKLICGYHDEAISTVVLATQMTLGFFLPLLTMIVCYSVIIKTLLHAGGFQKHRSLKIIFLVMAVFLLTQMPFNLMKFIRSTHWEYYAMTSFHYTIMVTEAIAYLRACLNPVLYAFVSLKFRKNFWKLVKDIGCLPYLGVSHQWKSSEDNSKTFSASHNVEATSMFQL
# * hit, by the source's call; nt = no result given.
SMILES,EBI2 block,A3A deaminase,CCR6 antag,GRIN3A LBD mod,MPTP inh,APOBEC3G inh,Gli-Sufu antag,CXCR6 inh
CC1(C)CC(=O)c2c(O)cc(OCc3ccc([N+](=O)[O-])cc3)cc2O1,15,-4,3,3,-0.5,1,-24,-1
C=C(CC1([C@@H](NP(=O)(c2ccccc2)c2ccccc2)[C@H]2C[C@@H]2CCCC)CC1)c1ccccc1,-25,0,15,1,6.4,-5,27,14
CCN(CC(=O)NCc1cccs1)C(=O)c1ccc(S(=O)(=O)Nc2ccccc2OC)cc1,-8,-1,-8,0,-1.1,4,-14,6
CC(NC(=O)/C(C#N)=C/c1ccc(Cl)c([N+](=O)[O-])c1)c1ccccc1 (centres undefined),nt,0,93*,-7,nt,-6,-4,nt
Cc1ccccc1OCc1nnc(SCCN2CCCC2)n1-c1ccccc1,-9,-3,19,-2,-0.5,-8,41,12
O=C(Cn1c(=O)oc2cc(S(=O)(=O)N3CCCC3)ccc21)N1CCc2ccccc2C1,-16,-6,5,-2,0.0,-6,17,10
Cc1cccc(NC(=O)c2cnn(-c3ccc(F)cc3)c2C2CCNCC2)c1C,-3,0,11,1,0.2,-6,55,3
N=c1c(C(=O)NCc2ccco2)cc2c(=O)n3ccccc3nc2n1C1CCCC1,16,3,25,0,0.1,7,42,5
O=C(N/N=C/c1c(F)c(F)c(F)c(F)c1F)c1cc(-c2ccccc2)nc2ccccc12,0,1,8,0,0.7,-2,-2,-16
CCOC(=O)C1(Cc2cccc(Cl)c2)CCCN(C(=O)c2ccco2)C1 (centres undefined),2,-4,16,-3,-1.2,-3,-7,7
Fc1ccc2nc(C3CCN(Cc4nc(CC5CC5)no4)CC3)[nH]c2c1,9,2,4,0,5.0,0,37,-13
S=c1[nH]nc2c3c4c(sc3ncn12)CCCC4,0,-8,16,-3,-3.0,50*,20,-3
Cc1ccc(C2CC(c3cccs3)=NN2C(=O)CSC2=NCCS2)cc1 (centres undefined),-14,-3,20,0,-0.8,-7,17,8
COC(=O)c1c(C)[nH]c(C(=O)CN2CCOCC2)c1C,-4,1,0,0,-0.1,-6,-13,-14
O=C(C=Cc1cccnc1)c1ccccc1,9,nt,11,0,-1.5,nt,4,1
Cc1cc(Cl)ccc1OCC(=O)NCCCN1CCOCC1,-5,-16,13,0,-6.7,-3,2,-9
COC(=O)c1ccc(-n2nnnc2SCC(=O)Nc2ccccc2F)cc1,5,-2,-1,2,-0.1,-2,14,-7
CCN(CC)S(=O)(=O)c1ccc(NC(=O)COC(=O)c2ccc(NC(=O)CC#N)cc2)cc1,-3,2,10,2,-0.4,-4,-2,-10
CS(=O)(=O)n1nc(-c2ccccc2)nc1NCc1ccco1,-6,-4,8,-3,-0.8,-10,-9,7
CCOC(=O)N1CCC(=NNC(N)=O)CC1,6,-1,6,1,-1.0,-1,-9,1
CCC(C)NC(=O)[C@@H]1CCCN1C(=O)C1CCN(S(=O)(=O)c2ccc(C)cc2)CC1 (some centres undefined),7,2,14,1,-0.4,-6,-10,-6
N#CC1=C(N)N(c2ccccc2Sc2ccccc2)C(=O)C1,12,-4,10,-4,0.7,-2,-92,-2
Cc1cc(C(=O)O)cc(S(=O)(=O)Nc2ccccc2C(=O)NC2CC2)c1C,-3,1,10,6,1.4,-7,1,-1
CC(OC(=O)C1=Cc2ccccc2OC1)C(=O)NCc1ccco1 (centres undefined),-13,-3,14,-1,-1.9,-3,3,-1
CC(C)Oc1ccc(/C=C(/NC(=O)c2ccccc2)C(=O)NCCC(=O)O)cc1,-5,0,6,0,0.3,-6,0,-8
CC(C)(C)NC(=O)NC(=O)COC(=O)COc1ccc2c(c1)CCC2,-6,-6,-11,1,0.8,-3,4,-9
CCN1C(=NCCCCO)N[C@@H](c2cccc(C(F)(F)F)c2)C(C(=O)OC)=C1C,-2,50*,19,-4,-0.2,6,-4,1
CCOC(=O)CSC1=NN2CCS(=O)(=O)N=C2S1,-2,3,11,-2,1.7,7,0,-1
CC(C)(C)NC(=O)NC(=O)COC(=O)c1ccco1,-11,2,-14,-2,0.6,-3,28,-11
Cc1cc(C)cc(NC(=O)COC(=O)CCC2CCCC2)c1,-1,-4,1,-2,0.1,-7,-7,-4
CS(=O)(=O)Nc1ccc(S(=O)(=O)N2CCOCC2)cc1,-13,-1,-2,5,-1.4,-4,18,1
Cc1nnc(N2CCCCC2)c2ccccc12,-2,-3,-13,0,1.5,-6,-2,-3
O=C(Nc1ccc2c(c1)OCCO2)C1CCCN1S(=O)(=O)c1ccc(Cl)cc1 (centres undefined),7,0,22,-1,-1.0,-6,-4,2
O=C(CCc1ccccc1)Nc1ccncc1,-2,-5,-3,-13,-0.5,-8,10,-3
COc1ccc(C(C)=O)cc1COC(=O)CNC(=O)c1ccccc1F,-14,1,4,2,1.6,-3,7,-4
CCS(=O)(=O)Nc1ccc(C(=O)OC)cc1,3,-6,-8,0,0.7,-7,1,-14
CCN(Cc1ccccc1)S(=O)(=O)c1ccc(C(=O)N(CCCN(C)C)c2nc3cc(OC)ccc3s2)cc1,9,-4,10,-3,65*,-8,30,0
Cn1ncc(Cl)c1C(=O)NCc1ccc2c(c1)OCO2,-3,-1,-2,2,-0.1,-8,14,-1
CCC(C)Nc1nc(N)c([N+](=O)[O-])c(N2CCCCCC2)n1 (centres undefined),-6,1,7,-4,0.2,3,5,2
CC1CCC(C(C)C)C(OCC(O)CN2CCOCC2)C1 (centres undefined),-1,1,8,2,-0.4,-5,54,10
O=C(Nc1ccc([N+](=O)[O-])cc1)C(Cc1ccccc1)N1C(=O)c2cccc3cccc(c23)C1=O (centres undefined),12,4,23,11*,1.8,-2,8,6
CCSc1nc2c(c(=O)[nH]1)C(c1ccncc1)C(C(=O)OC(C)C)=C(C)N2 (centres undefined),2,1,6,-4,-0.5,1,5,-4
CCCC(=O)Nc1ccc(NC(=O)CCc2ccccc2)cn1,-3,-4,3,5,-0.1,-7,-22,0
O=C(NCCCc1ccccc1)C(=O)c1c[nH]c2ccccc12,33,-3,1,-5,0.7,-2,-8,-6
O=C(Nc1cccc(S(=O)(=O)N2CCOCC2)c1)c1cc(S(=O)(=O)N2CCOCC2)c(Cl)cc1Cl,-21,nt,-10,-1,-0.4,nt,11,0
CCOC(=O)/C=c1/s/c(=C/c2ccc3cc(OC)ccc3c2)c(=O)n1CC(=O)NCc1ccc2c(c1)OCO2,10,nt,2,-1,2.7,nt,2,0
CN(C)/N=C/C=C1\CCC/C(=C/c2cccs2)C1=O,16,1,36,2,2.8,-1,-43,11
COc1ccc2cc(S(=O)(=O)Nc3ccccn3)ccc2c1,-9,-3,-6,-2,-1.4,-10,25,6
NC(=O)CC(NC(=O)Cc1cccc2ccccc12)c1ccc(NCCN2CCCCC2)c([N+](=O)[O-])c1 (centres undefined),-16,1,6,-1,1.0,-5,3,12
Cc1cccc(NC(=O)c2sc3nc4c(c(-c5cccs5)c3c2N)CN(C)CC4)c1,5,-11,16,-4,-0.2,-6,-57,4
Cc1ccc(Nc2ncnc(Cl)c2N)cc1,9,nt,-1,13*,-1.9,nt,-5,4
CCN(CC(=O)Nc1ccc(OC)cc1)CC(=O)Nc1ccc(Cl)cc1F,-8,-6,3,0,0.3,-4,3,-7
CCN1C(=O)[C@H]2[C@@H](c3ccc(-c4ccccc4)c(OC)c3)N[C@@](Cc3ccccc3)(C(=O)OC)[C@H]2C1=O,18,6,5,-4,2.0,-5,-5,0
Nc1ccc2nc3c(=O)n(C4CCCCC4)c(=O)[nH]c3nc2c1,0,-43,10,-1,0.5,-28,-45,-13
O=C(COc1ccc(C(=S)N2CCOCC2)cc1)N1CCCC1,-1,-2,3,-2,-0.3,-5,3,0
COc1ccc(-c2noc(CCC(=O)NCC3CCN(Cc4cccc(C)c4)CC3)n2)cc1,2,2,19,1,2.0,-8,14,6
CCOc1ccc(Br)cc1S(=O)(=O)Nc1cccc(S(=O)(=O)N(CC)CC)c1,4,-4,10,-7,7.9,-9,2,8
CCN(CC)c1ccc(-n2c(O)c(C=C3N=c4ccccc4=N3)sc2=S)cc1,-7,-3,-1,-6,0.8,-7,-5,5
CCN(c1ccccc1)S(=O)(=O)c1ccc2c(c1)N(C(C)=O)CCO2,16,-5,-2,-2,-0.6,-4,-17,2
Cc1ccc(-n2nc3c(=O)n(CC(=O)c4ccc(F)cc4)nc(C)c3c2C)cc1,-6,-11,16,-4,2.4,0,4,2

# Next part.
SMILES,EBI2 block,A3A deaminase,CCR6 antag,GRIN3A LBD mod,MPTP inh,APOBEC3G inh,Gli-Sufu antag,CXCR6 inh
CC(C)n1c(O)c(N=NC(=O)CNC(=O)Cc2ccc(Cl)cc2)c2ccccc21,9,-3,21,1,-1.8,1,-5,-11
Nn1c(SCC(=O)NCCC2=CCCCC2)nnc1C(F)(F)F,-5,-1,-4,1,0.3,-3,10,0
Cc1ccn2cc(-c3cnoc3C)nc2c1,-7,-2,2,5,-1.8,-5,-28,-2
Cc1cccc(C(=O)O/N=C(\N)CS(=O)(=O)c2ccccc2)c1,-2,1,-4,-1,-1.2,-2,0,-8
Cc1ccnn1CC(=O)N/N=C/c1ccc2c(c1)OCO2,-1,-1,1,-2,0.3,-6,-8,-5
COc1cc2c(cc1OC)C(c1cccs1)N(C(=O)c1ccc(S(=O)(=O)N(C)C)cc1)CC2 (centres undefined),9,-3,9,0,1.3,-3,4,1
Cc1ccnc(NC(=O)CCC(=O)N(CC(=O)NCc2ccccc2)c2ccc3c(c2)OCO3)c1,1,-3,0,0,-0.2,-5,-1,-9
CCc1nn(C(CC)C(=O)NCc2cccs2)c(=O)c2cc3occc3n12 (centres undefined),7,-8,10,-1,1.3,-9,2,-4
O=C(Nc1ccccc1)N1CCC(C(=O)N2CCN(c3ccccc3F)CC2)CC1,13,-2,-2,0,-0.6,-4,1,-8
CCN(C(=O)COC(=O)c1cc(C)oc1C)c1c(N)n(Cc2ccccc2)c(=O)[nH]c1=O,-4,-7,8,2,-1.0,-8,-7,1
CN1C(=O)c2ccc(NC(=O)C3CC3)cc2C1=O,-5,-7,5,0,-0.4,-4,2,0
CC12CC3(C)CC(C)(C1)CC(C(=O)NC(=S)N1CCOCC1)(C2)C3,-4,-4,13,1,-0.9,-7,3,-3
CC(C)C(=O)NNS(=O)(=O)c1ccccc1[N+](=O)[O-],-12,0,7,0,-1.6,-1,29,-7
CN1/C(=C\C(=O)Nc2ccc(Cl)cc2)C(C)(C)c2ccccc21,-1,-6,28,2,79*,-10,-9,0
CCN(CC)CCCNC(=S)N(Cc1cccnc1)Cc1cc2cc(C)cc(C)c2[nH]c1=O,6,-4,-7,-1,-1.2,2,35,2
Cc1c(Cl)cccc1NC(=O)NCc1ccc(F)cc1,-3,1,-7,-1,19,-3,-25,-10
CN(CCO)c1cc(N(C)CCO)c([N+](=O)[O-])cc1[N+](=O)[O-],-6,2,11,1,-2.8,1,6,1
CCN(CC)C(=O)Cn1cc(S(=O)(=O)CC(=O)NCCc2ccccc2)c2ccccc21,2,-2,10,15*,-3.0,-4,-5,-2
Cc1cccc(C(=O)OCC(=O)N(C)C(c2ccccc2)c2ccccc2)c1[N+](=O)[O-],0,-2,14,0,-1.2,-5,1,8
COc1cc(SC)ccc1C(=O)Nc1nc(C)cc(C)n1,-4,-4,5,0,0.2,-3,-21,-6
COc1ccc(OC(=O)c2ccc(OC)c(S(=O)(=O)N3CCOCC3)c2)cc1,1,1,9,4,-1.0,-7,40,-4
COCCCNC(=O)CN(C1CCCCC1)S(=O)(=O)c1ccc(C)cc1,2,-6,1,-1,-0.2,-5,1,3
O=C(c1cccnc1)C1CCCN(Cc2nc(Cc3ccccc3F)no2)C1 (centres undefined),2,1,-5,-1,-0.8,-3,3,6
